Bioassay records from PubChem.
EBI2 block: EBI2 receptor antagonists, beta-arrestin recruitment, primary screen, cell-based, luminescence, 7a,25-OHC stimulation, uHTS | inhibition, % at 5 µM | 7a,25-OHC stimulated | 0.81% of 360,000 active; in the data active means inhibition above about 38%;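 further: enzyme fragment complementation signal reports receptor beta-arrestin coupling in cells; 0% = agonist plus DMSO wells and 100% = wells without agonist; some results beyond the cut were filed as inactive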
Target sequence (P32249 whole entry, looked up, the tested form may be a part): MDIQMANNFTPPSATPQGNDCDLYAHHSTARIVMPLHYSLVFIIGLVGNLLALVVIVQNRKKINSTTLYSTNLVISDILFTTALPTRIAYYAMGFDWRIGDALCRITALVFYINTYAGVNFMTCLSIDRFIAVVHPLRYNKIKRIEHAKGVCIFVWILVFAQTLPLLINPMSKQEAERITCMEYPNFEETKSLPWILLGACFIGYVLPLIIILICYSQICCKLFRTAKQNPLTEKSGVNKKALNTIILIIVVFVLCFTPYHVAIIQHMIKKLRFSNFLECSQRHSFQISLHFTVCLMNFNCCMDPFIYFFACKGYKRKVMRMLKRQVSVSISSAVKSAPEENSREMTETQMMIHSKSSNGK
CXCR6 inh: CXCR6 receptor inhibitors, primary screen, cell-based, beta-arrestin, luminescence, CHO-K1 PathHunter, 1536-well; inhibition, % at 20 µM; 0.36% of 360,000 active; in the data active means inhibition above about 34%, passing the limit was not always enough;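 further: antagonist mode with CXCL16 agonist at 10 nM final; 0% = 10 nM CXCL16 with DMSO and 100% = unstimulated wells without agonist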
Jurkat NFkB inh: inhibitors of induced NF-kB luciferase reporter, primary screen, TCR NF-kB activation inhibitor project, cell-based, luminescence, uHTS; Jurkat, PMA/ionomycin-induced NF-kB luciferase reporter; inhibition, % at 4 µM; 0.53% of 330,000 active; in the data active means inhibition above about 50%
Gli-Sufu block: Gli-Sufu pathway antagonists, primary screen, luciferase luminescence, Sufu-KO-LIGHT cells, uHTS. Sufu-KO-LIGHT fibroblasts, Gli luciferase reporter luminescence. inhibition, % at 5 µM. 0.74% of 340,000 active;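 active means inhibition above about 55%, limit read from the data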;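 further: 0% = DMSO-treated cells and 100% = wells with medium but no cells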
CCR6 antagonist: CCR6 receptor antagonists, primary screen, cell-based, CHO-K1, luminescence, beta-arrestin, uHTS; C-C chemokine receptor type 6 (Homo sapiens), P51684; 0.49% of 340,000 active; AID 493098, 2011; CHO-K1 CCR6 PathHunter beta-arrestin, CCL20-stimulated; inhibition, % at 20 µM;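 active means compounds whose inhibition of the agonist-driven luminescence signal at 20 µM reaches about 50%, limit read from the data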;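 further: cells stimulated with CCL20 at 14 nM final; plate controls were DMSO with CCL20 for no effect and DMSO without agonist for full effect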
Target sequence (P51684 whole entry, looked up): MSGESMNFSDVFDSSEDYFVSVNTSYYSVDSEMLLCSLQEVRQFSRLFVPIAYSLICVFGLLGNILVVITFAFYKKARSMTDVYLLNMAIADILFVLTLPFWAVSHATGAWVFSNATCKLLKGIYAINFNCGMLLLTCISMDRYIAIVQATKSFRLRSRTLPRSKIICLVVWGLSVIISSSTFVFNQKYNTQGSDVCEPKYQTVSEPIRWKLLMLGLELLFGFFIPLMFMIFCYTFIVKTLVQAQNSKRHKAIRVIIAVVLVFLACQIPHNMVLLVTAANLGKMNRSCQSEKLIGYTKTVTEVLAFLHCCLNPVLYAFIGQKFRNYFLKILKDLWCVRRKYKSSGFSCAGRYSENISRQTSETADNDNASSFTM
697 NFkB inh: inhibitors of PMA/ionomycin-induced NF-kB reporter, 697 cells, primary screen, B-cell NF-kB inhibitor project, cell-based, luminescence, uHTS. 0.33% of 330,000 active. inhibition, % at 4 µM. AID 435022, 2010. 697 B-cell NF-kB luciferase reporter, 16 h; in the data active means inhibition above about 35%
APJ antag: antagonists of human apelin receptor APJ, primary screen, CHO-K1 cells, beta-arrestin complementation, luminescence | inhibition, % at 20 µM | 0.32% of 330,000 active | AID 2521, 2010;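 active means inhibition above about 40% at 20 µM, limit read from the data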;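 further: cells challenged with 10 nM apelin-13 agonist together with compound; plate controls were apelin-13 plus DMSO wells for no effect and DMSO wells lacking apelin-13 for full effect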
UBC13 polyUb: UBC13 polyubiquitin chain formation inhibitors, primary screen, biochemical, TR-FRET, uHTS; AID 485273, 2010; Ubiquitin-conjugating enzyme E2 N (Homo sapiens), P61088; inhibition, % at 20 µM; 0.47% of 330,000 active; in the data active means inhibition above about 45%, passing the limit was not always enough
Target sequence (P61088 whole entry, looked up): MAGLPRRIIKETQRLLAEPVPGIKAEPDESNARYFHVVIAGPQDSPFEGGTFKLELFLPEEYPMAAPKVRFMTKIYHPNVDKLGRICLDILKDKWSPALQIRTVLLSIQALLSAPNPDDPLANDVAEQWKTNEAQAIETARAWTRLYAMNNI
* = called active by the depositor; · = no result given.

Values run as follows: EBI2 block, CXCR6 inh, Jurkat NFkB inh, Gli-Sufu block, CCR6 antagonist, 697 NFkB inh, APJ antag, UBC13 polyUb
> CC(C)c1ccccc1NC(=O)COC(=O)c1ccc(Cl)c(S(=O)(=O)N2CCCCCC2)c1
  24.6, 0.1, -7.3, -16.2, 18.9, -4.5, 0.4, -4.2
> CC1CCN(c2oc(-c3ccc(F)cc3)nc2C#N)CC1
  1.0, -3.8, -5.0, -32.5, 8.6, -18.4, 9.6, 14.6
> COc1ccc(C(c2sc3nc(C)nn3c2O)N2CCC(C(N)=O)CC2)cc1OC (stereo unspecified)
  -1.6, 2.5, 2.9, -4.6, 4.8, 3.2, 9.1, -2.6
> CC(C)C(=O)NC(Nc1cc(C(F)(F)F)ccc1Cl)C(Cl)(Cl)Cl (stereo unspecified)
  6.6, 2.7, -22.4, 4.4, 11.2, 2.5, -4.5, 0.5
> Cc1nnc(SCC(=O)N(C)c2ccccc2)n1Cc1ccccc1
  9.4, -6.0, 3.8, -2.4, 4.6, 13.6, -13.7, 9.5
> CCn1c(O)c(N=NC(=O)c2ccc(CSc3nncn3C)cc2)c2ccccc21
  6.3, -4.7, 7.4, 3.8, -5.5, 16.7, 4.2, -19.6
> O=C(Nc1ccnn1C1CCN(C(=O)CCc2ccc(F)cc2)CC1)C1CCOC1 (stereo unspecified)
  1.4, 5.2, 3.4, -2.6, 8.9, 3.8, 6.8, 4.2
> CSc1ccccc1NC(=S)N/N=C/c1cccn1Cc1cccc(C)c1
  -0.5, 2.7, -4.7, -3.7, 4.4, 2.2, -0.1, 20.4
> COc1ccc(/C=C\C(=O)Oc2cccc(/C=N/NC(=O)Cc3ccc(OC)c(OC)c3)c2)cc1
  12.8, -7.6, 7.5, -25.2, 8.0, -45.1, -4.8, -11.4
> NC(=O)COC(=O)C1CSC2(c3ccc(F)cc3)CCC(=O)N12 (stereo unspecified)
  -5.6, 4.3, 1.8, -2.7, 7.4, 6.7, 0.3, -4.1
> CCC1CCC(C(=O)NC(CCSC)C(=O)NCCc2ccc(S(N)(=O)=O)cc2)CC1 (stereo unspecified)
  -24.9, 2.3, -24.5, 0.0, 7.8, 0.2, 1.7, -5.4
> CCN(C(=O)Cc1ccccc1OC)c1nnc(-c2ccncc2)s1
  0.0, -0.6, 11.8, 6.9, 20.4, -7.7, 1.3, 0.8
> CSc1ccccc1NC(=O)COC(=O)c1cnc(C)cn1
  3.5, -4.1, 5.6, -3.5, 8.2, 4.8, -2.2, 1.6
> CC(C)Oc1ccc(CNC(=O)c2ccc3nc(N4CCOCC4)sc3c2)cc1
  -2.2, 5.5, -1.1, -4.7, 4.5, -2.3, -31.6, -1.1
> CCC(=O)Nc1cccc(-c2cn3ccccc3n2)c1
  -5.6, 2.9, 1.3, -34.5, 3.7, -6.8, -17.6, 4.3
> O=[N+]([O-])c1ccc(N2CCOCC2)cc1SCc1ccco1
  41.3, -5.5, 11.1, 0.5, 11.7, -12.7, 4.8, 2.3
> CCN(CC)c1ncnc2sc(C(=O)N3CCN(c4ccccc4)CC3)c(C)c12
  10.2, -2.8, 2.9, 4.6, -8.3, -5.6, 3.4, -0.9
> O=C(CC1C(=O)NCCN1Cc1ccc(Cl)c(F)c1)NCCc1cccnc1 (stereo unspecified)
  -10.4, 10.0, -0.5, 0.0, 6.4, 18.6, 0.4, 2.8
> Cc1cccn2c(=O)c(/C=C(\C#N)C(N)=O)c(N3CCN(c4ccccc4)CC3)nc12
  -5.4, 7.0, -0.7, 4.2, 4.2, -5.7, -1.8, 4.4
> O=C(OCc1ccc([N+](=O)[O-])cc1)C1CC(=O)N(c2ccccc2)C1 (stereo unspecified)
  2.3, 3.0, -19.2, 4.9, -8.4, 13.9, -10.0, -0.1
> Nc1nc(NC(=O)c2ccc(F)cc2)ns1
  -5.4, -9.3, 3.7, 2.3, -0.9, -1.5, 5.4, -1.8
> Cc1ccc(-c2cc(C(=O)Nc3ccc(S(=O)(=O)N4CC(C)OC(C)C4)cc3)[nH]n2)c(O)c1 (stereo unspecified)
  20.6, 0.1, 19.7, 12.9, 3.6, 2.4, -23.8, 1.5
> COc1ccccc1OCc1nnc(SCC(=O)Nc2ccc(N3CCOCC3)cc2)n1C
  2.4, 0.1, -9.0, -4.9, 16.6, 9.7, -5.7, -11.9
> O=C(Nc1cc(F)cc(F)c1)c1ccc(NCCc2ccccc2)c([N+](=O)[O-])c1
  22.6, 8.1, -1.9, -5.1, 12.1, 8.3, -8.2, -55.4
> CCC(C)(C)n1nnnc1C(C(C)C)N(Cc1ccco1)Cc1cc2cc3c(cc2[nH]c1=O)OCO3 (stereo unspecified)
  -4.2, 6.2, 3.8, 0.3, 5.4, 16.2, 16.4, -4.8
> O=C(CSc1nnc(-c2ccccc2Br)o1)N1CCc2ccccc2C1
  2.2, 11.3, 3.1, -5.4, 18.2, 13.4, 15.2, 5.0
> CN(C(=O)CSc1nc2c(c(=O)[nH]1)CCCC2)C1CCCCC1
  9.7, 5.7, 15.0, 2.8, 5.3, 23.2, -4.1, 8.0
> COc1cc(NC(=S)N2CCCCC2C)cc(OC)c1OC (stereo unspecified)
  -3.7, 0.7, -6.7, -11.5, 12.3, 10.2, -12.1, 8.1
> Cc1nn(Cc2ccccc2Cl)c2sc(C(=O)NCc3ccc4c(c3)OCO4)cc12
  5.8, -3.4, 12.6, 3.7, 18.0, 18.0, 10.5, 3.2
> O=C(O)c1cccc(NS(=O)(=O)c2cccc3nsnc23)c1
  -26.1, 7.6, 4.3, 0.4, -1.5, 11.5, -11.0, -1.9

The closing 3 compounds of the part above lead into the next.
Values run as follows: EBI2 block, CXCR6 inh, Jurkat NFkB inh, Gli-Sufu block, CCR6 antagonist, 697 NFkB inh, APJ antag, UBC13 polyUb
> COc1cc(NC(=S)N2CCCCC2C)cc(OC)c1OC (stereo unspecified)
  -3.7, 0.7, -6.7, -11.5, 12.3, 10.2, -12.1, 8.1
> Cc1nn(Cc2ccccc2Cl)c2sc(C(=O)NCc3ccc4c(c3)OCO4)cc12
  5.8, -3.4, 12.6, 3.7, 18.0, 18.0, 10.5, 3.2
> O=C(O)c1cccc(NS(=O)(=O)c2cccc3nsnc23)c1
  -26.1, 7.6, 4.3, 0.4, -1.5, 11.5, -11.0, -1.9
> O=C(CN1C(=O)c2cccc3cccc1c23)NCc1cccnc1
  -3.5, 0.7, 4.8, 1.9, -9.4, 7.8, 10.3, 13.2
> Cc1cc(C)c2cc(CN(Cc3nnnn3C3CCCCC3)CC3CCCO3)c(=O)[nH]c2c1 (stereo unspecified)
  -21.3, -1.8, 0.9, -13.2, 8.4, 17.5, -0.1, -2.2
> CC(=O)/C(=N\Nc1ccccc1Cl)Sc1cccc2cccnc12
  1.1, 21.8, -9.8, -1.2, 34.1, -22.3, 1.3, -9.3
> O=C(c1cccc(S(=O)(=O)N2CCN(c3ccccc3)CC2)c1)N1CCCC(C(F)(F)F)C1 (stereo unspecified)
  3.0, -8.1, 20.5, 55.0, 7.2, -38.0, -56.5, -2.7
> COc1ccc(C(=O)N/N=C(\C)CC(=O)Nc2ccccn2)cc1OC
  -3.7, 4.2, 6.0, 11.5, 12.3, 23.1, 2.6, 2.0
> Cc1cccc(Nc2nc(N)nc(CCl)n2)c1C
  -9.2, -1.6, 87.6*, 81.2*, -5.2, 33.8, -1.4, 9.6
> COc1cccc(NC(=O)CSc2nc3c(sc4ccccc43)c(=O)n2CCN(C)C)c1
  2.7, 4.2, -17.8, 0.2, 15.9, -17.8, 3.4, 19.0
> CCOC(=O)c1sc(NS(=O)(=O)c2ccc(F)cc2)nc1C
  -7.1, -2.6, -6.7, -9.5, -0.9, -9.7, -48.5, -8.7
> COc1cccc(OC)c1C(=O)Nc1cccc(-c2ccc3nncn3n2)c1
  2.6, 0.6, -11.5, 12.2, 7.8, 4.7, 8.1, 4.6
> CC(C)CNS(=O)(=O)c1ccc(CCC(=O)Nc2cc(Cl)ccc2Oc2ccccc2)cc1
  15.3, 9.9, 18.4, 11.1, 3.6, 5.4, 18.0, 3.0
> COc1ccc(N2C(=O)C3CCCN3C2c2cccc(C)c2)cc1 (stereo unspecified)
  -2.3, -8.4, 1.9, -5.0, 7.4, 7.1, 13.6, 3.4
> COC(=O)C1=C(C)N(Cc2ccccc2)C(=O)N[C@H]1c1cccc(F)c1
  -1.5, -4.8, -12.5, 2.8, 6.3, 2.0, -57.6, -6.3
> COc1ccc(/C=C/C(=O)O)cc1S(=O)(=O)NCc1ccco1
  -9.6, -4.6, 15.1, 5.2, 7.8, 3.2, -4.1, 3.1
> CCOC(=O)N1CCN(S(=O)(=O)c2ccc(F)c(C(=O)Nc3cc(C)cc(C)c3)c2)CC1
  11.3, -1.1, 14.4, 4.0, 14.2, 10.7, -1.2, -2.7
> CC1Cn2c(nc3sc4c(c3c2=O)CCC4)N1CCO (stereo unspecified)
  -5.2, -8.0, 1.3, 3.1, -2.5, 8.4, 9.5, -7.0
> Cn1c2ccccc2c2cnn(CC(=O)NCCCN3CCN(c4ccccc4F)CC3)c(=O)c21
  2.3, 0.0, 1.7, 5.1, 8.6, 4.3, 9.3, 12.1
> COC(=O)C1Sc2[nH]c(=O)sc2C2c3ccccc3OC(=O)C12 (stereo unspecified)
  1.4, 11.5, 1.9, 7.1, 9.9, -7.2, -0.1, -1.1
> Cc1ncc([N+](=O)[O-])n1CC(=O)Nc1ccc(F)cc1
  -2.3, -21.2, -4.4, 4.7, 11.9, -2.2, 12.8, 4.5
> CCN(CC)CCCCCC(=O)Nc1ccccc1C(=O)Nc1ccccc1
  -4.6, 1.8, -12.7, -1.2, 13.8, -3.8, -26.0, 8.7
> CCCCN(C(C)=O)C1CC(=O)N(c2ccc(OCCC)cc2)C1=O (stereo unspecified)
  -7.0, -0.3, -20.0, 2.0, 5.0, -9.8, -10.4, -2.1
> Cn1c(-c2ccc(F)cc2)cnc1NCc1ccccc1
  -3.7, 10.1, -9.0, 1.6, 21.6, -57.6, -16.0, -6.8
> c1cncc(-c2nc(-c3ccc4c(c3)OCCO4)cs2)c1
  11.1, -1.7, -132.8, -107.8, -7.0, -192.9, 1.1, 1.4
> O=C(Nc1cnn(Cc2ccc(Cl)c(Cl)c2)c1)c1nc2ncccn2n1
  -6.6, 0.3, -10.2, -3.7, -6.8, 3.8, -27.2, -1.7
> CCOC(=O)CSc1nc(N2CCOCC2)c2c(c1C#N)CC(C(C)C)OC2 (stereo unspecified)
  6.2, 7.9, 8.1, 7.2, 19.8, -12.4, 9.4, 8.4
> CC(NC(=O)COC(=O)c1ccc2ccccc2n1)C1CC2CCC1C2 (stereo unspecified)
  3.1, -5.4, -7.3, 1.5, 1.9, 16.4, 8.0, -2.2
> Cc1ccnc(SCCn2c(N3CCC(C)CC3)nc3c2c(=O)[nH]c(=O)n3C)n1
  -9.3, -0.8, ·, 4.1, -0.6, ·, ·, ·
> O=C1C2C3C=CC(CC3)C2C(=O)N1/N=C/c1c[nH]c2ccccc12 (stereo unspecified)
  0.6, 10.5, -51.6, -55.2, -15.6, -73.2, 6.6, -2.9
> C[C@@H](NC(=O)Cn1cnc2c(NCc3ccccc3)ncnc21)c1cccc2ccccc12
  4.8, 7.8, ·, 26.6, 12.3, -3.4, ·, ·
> Fc1ccc(C2CC(c3ccccc3)Nc3ncnn32)cc1 (stereo unspecified)
  -9.2, 0.3, 6.8, -7.0, 3.0, 18.2, 14.6, 4.1
> O=C(NCC1CCCO1)C1CC(=O)N(c2ccccc2)C1 (stereo unspecified)
  -4.7, -4.6, 25.6, -3.4, 11.3, 19.1, 27.2, 7.6
> NC(=O)C1(N2CCCCC2)CCN(C(=S)Nc2cc(F)cc(F)c2)CC1
  -4.5, 5.8, 4.1, -27.3, -3.3, -3.7, 4.5, -2.2
> O=C(OCCN1C(=O)c2ccccc2C1=O)[C@@H]1CC(O)CN1S(=O)(=O)c1ccccc1[N+](=O)[O-] (stereo partly specified)
  -13.8, 2.1, -71.3, 2.6, 6.2, 5.8, -0.9, 0.3
> O=C(NCc1ccco1)/C(=C\c1ccccc1)NC(=O)c1ccccc1
  -10.6, 1.8, -13.0, 28.5, 4.0, 5.8, 6.8, -1.3
